Source: PubChem BioAssay
ROC1-CUL1 inh = human ROC1-CUL1 E3 ligase inhibition | P62877+Q13616 | inhibition, % at 10 µM | 0.6% of 140,000 active | in vitro K48 di-Ub FRET, acceptor:donor ratio, 45 min | AID 1347404; in the data active = inhibition above about 25%
Target sequence (P62877 whole entry, looked up): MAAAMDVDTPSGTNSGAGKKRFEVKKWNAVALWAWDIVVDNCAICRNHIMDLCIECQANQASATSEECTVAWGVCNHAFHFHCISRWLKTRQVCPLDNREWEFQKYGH
Target sequence (Q13616 whole entry, looked up): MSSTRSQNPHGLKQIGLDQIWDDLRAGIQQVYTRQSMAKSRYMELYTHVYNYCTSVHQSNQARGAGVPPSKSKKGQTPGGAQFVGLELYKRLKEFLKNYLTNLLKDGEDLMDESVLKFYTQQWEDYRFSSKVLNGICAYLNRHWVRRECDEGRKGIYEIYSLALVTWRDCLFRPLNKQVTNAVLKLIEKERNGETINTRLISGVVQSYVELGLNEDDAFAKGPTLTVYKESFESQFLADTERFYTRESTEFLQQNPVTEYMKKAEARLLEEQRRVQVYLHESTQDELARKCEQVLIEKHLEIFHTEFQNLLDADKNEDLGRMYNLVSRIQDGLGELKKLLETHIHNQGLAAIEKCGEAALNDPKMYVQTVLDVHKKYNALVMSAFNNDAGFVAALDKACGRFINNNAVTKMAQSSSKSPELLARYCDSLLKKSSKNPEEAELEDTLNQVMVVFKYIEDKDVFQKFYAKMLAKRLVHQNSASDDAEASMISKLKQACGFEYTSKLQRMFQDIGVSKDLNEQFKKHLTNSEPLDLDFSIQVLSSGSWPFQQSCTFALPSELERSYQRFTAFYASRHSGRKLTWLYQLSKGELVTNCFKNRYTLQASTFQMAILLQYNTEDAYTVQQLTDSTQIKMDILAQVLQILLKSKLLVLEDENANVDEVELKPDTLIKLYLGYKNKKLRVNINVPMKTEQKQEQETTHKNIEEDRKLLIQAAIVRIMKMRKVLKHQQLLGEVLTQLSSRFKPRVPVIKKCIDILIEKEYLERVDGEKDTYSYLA
An asterisk follows results filed as active. Some of the compounds tested; the hit share may differ from the screen's.

SMILES	ROC1-CUL1 inh
O=C(Nc1cccc(CCc2ccccn2)c1)c1cc(F)c(F)cc1Cl	4
CC(C)(C)c1nc2c(Cl)cc(F)c(N3C(=O)C4=C(CCCC4)C3=O)c2o1	-2
CC(=O)/C(C#N)=C/c1ccc(C#N)o1	3
CC1C(=NC(=O)c2cccc(S(=O)(=O)N3CCCC3)c2)C(=O)N(c2ccccc2)N1C (configuration not stated)	5
CCC12CN(C(C)=O)CC(CC)(CN(C(C)=O)C1)C2=O	1
COc1cccc(CNC(=O)C2CCN(c3nc(C)c4ccc(S(C)(=O)=O)cc4n3)CC2)c1OC	-10
Cc1ccc(OS(=O)(=O)c2ccc(I)cc2)c(C)c1	7
CCC(C)(C)C1CCc2c(sc(NC(C)=O)c2C#N)C1 (configuration not stated)	-3
CC1=CC(=O)C(C(c2ccc(F)cc2)N2CCCCC2)C(=O)N1Cc1ccco1 (configuration not stated)	-8
O=C(Nc1ccn(Cc2ccccc2F)n1)/C(=C/c1ccccc1)c1ccccc1	-1
O=c1[nH]ncc(SCc2ccccc2)c1Br	8
CC(=O)N(Cc1cccnc1)c1nc2c(F)cc(F)cc2s1	8
Brc1ccc(CSc2ncn[nH]2)cc1	6
COCCN1C(=O)NC(Cc2ccccc2Cl)(C2CCN(C(=O)/C=C/C(C)C)CC2)C1=O (configuration not stated)	4
CC(=O)Nc1ccc(S(=O)(=O)N2CCC(N3CCN(Cc4ccc(C)cc4)C(=O)C3=O)CC2)cc1	3
CN(Cc1ccc2nccnc2c1)C(=O)CC1(c2ccccc2Cl)CC(=O)N(C2CCCC2)C1=O (configuration not stated)	-1
O=C(c1ccco1)n1nc(-c2ccc(Cl)cc2)nc1NCc1ccc(F)cc1	-3
CCSc1nnc(NC(=O)c2ccc(Br)cc2)s1	-3
Cc1ccc(C)c(N2CCN(S(=O)(=O)c3ccc4[nH]c5c(c4c3)CCCC5)CC2)c1	4
C=CCN1C(=O)/C(=C/c2ccccc2F)SC1=NS(=O)(=O)c1ccccc1	-12
CCc1ccc(S(=O)(=O)c2nnn3c2nc(Nc2cc(OC)cc(OC)c2)c2cc(Cl)ccc23)cc1	-5
O=C1c2ccccc2-c2nc3ncnn3c(-c3ccc4c(c3)OCO4)c21	8
O=C(OC(C(=O)c1ccccc1)c1ccccc1)c1ccccc1Br (configuration not stated)	2
CCNC(=O)c1ccc(CN2CCCCC2)cc1	-3
CCc1n[nH]c(=S)n1/N=C/c1ccc(Cl)cc1	-2
COc1ccc(OC)c(S(=O)(=O)Nc2cc(OC)c(Cl)cc2OC)c1	6
Cc1cccc(-c2nnc(SCc3ccccc3Cl)o2)c1	5
Cc1ccc(N2CC(c3nnc(NC(=O)c4ccco4)s3)CC2=O)cc1C (configuration not stated)	-10
Nc1cc(S(=O)(=O)O)c(N)c2ccc(S(=O)(=O)O)cc12	101*
Cc1c(CC(=O)N2CCC(O)CC2)c2c(n1Cc1ccccc1F)CCCC2=O	1
N#CC1(C#N)[C@H](c2ccccc2)[C@@H](C(=O)c2ccc(F)cc2)N2c3ccccc3C=C[C@@H]21	4
CCn1cc(S(=O)(=O)c2cc(C)cc(C)c2)c(=O)c2cc(F)c(N3CCCCC3)cc21	-3
CC1=Nc2ncnn2C(c2cccn2C)C1C(=O)Nc1ccc(C)cc1C (configuration not stated)	-1
CC1(C2CCN(C(=O)c3cc4ccccc4oc3=O)CC2)NC(=O)N(Cc2ccsc2)C1=O (configuration not stated)	13
Cc1ccc(S(=O)(=O)N2CCCN(S(=O)(=O)c3ccc(C)c(C)c3)CC2)cc1C	1
CC(NC(=O)C1CC12CCC2)c1ccccc1 (configuration not stated)	-10
O=C(CSc1nc2ccccc2n1Cc1ccccc1Cl)N/N=C\c1ccccc1O	1
Cc1cc(C)nc(Nc2n[nH]c(-c3cccc(Cl)c3)n2)n1	-2
COc1ccc(-c2ccc3c(N)c(C(=O)Nc4ccc(Br)cc4C)sc3n2)cc1	-8
CC#CCN1C(=O)NC(CCc2ccccc2)(C2CCN(Cc3ccc(OC)cc3O)CC2)C1=O (configuration not stated)	1
C/C(=C1/N=C(c2ccccc2)OC1=O)c1ccco1	2
CCCCN1C(C(=O)c2ccccc2)=C(OC(=O)CC)c2ccccc2S1(=O)=O	1
CCOC(=O)c1c(NC(=O)c2nn(C34CC5CC(CC(C5)C3)C4)cc2[N+](=O)[O-])sc2c1CCCC2	-19
COc1ccc(OCCSc2nc3ccccc3s2)cc1	0
COc1ccc(/C=C2\SC(=N)NC2=O)cc1Cl	-6
COc1cc(NC(=O)COc2ccc(-n3cnnn3)cc2)c(OC)cc1Cl	4
C=CCOCCN1C(=O)C2C3C=CC(C2C1=O)C1C2C(=O)N(CCOCC=C)C(=O)C2C31 (configuration not stated)	-7
Cc1ccc(NC(=O)CCCn2nc(C)c3c(C)n(-c4ccccc4)nc3c2=O)c(Cl)c1	1
Cc1cccc(NC(=O)C(Cc2ccccc2)n2cccc2)c1C (configuration not stated)	4
O=C1c2cc(Cl)ccc2OCc2nc3ccccc3cc21	-5
COc1ccc(CCN2C(=O)O[C@@H]3CN(Cc4cnn(C)c4C)C[C@@H]32)cc1	-1
Cc1ccc(NC(=O)CN2CC(C)CC(C)C2)c(C)c1 (configuration not stated)	4
O=S(=O)(c1ccc(Cl)cc1)c1nc(-c2cccs2)oc1NC1CC1	3
Cc1ccc(N2C(=O)C3C4c5ccccc5C(C)(c5ccccc54)C3C2=O)cc1Br (configuration not stated)	-5
COc1ccc(OC(=O)NC(C)C)cc1	2
CC1=Nc2nc(SCc3ccccc3)nn2C(c2cccc(Br)c2)C1C(=O)Nc1cccnc1 (configuration not stated)	-10
Cc1cccc(NC(=O)C2CCCC2)c1C	0
CC(=O)NCCC(=O)N(C)C1CCCN(Cc2ccccc2F)C1 (configuration not stated)	-2
Clc1cccc(N2N=C(c3cccs3)CC2c2ccccc2)c1 (configuration not stated)	-10
COc1ccc(-n2nc(C(=O)Nc3cc(C)c(Cl)cc3OC)c3c4ccccc4n(C)c3c2=O)cc1	-6
(continued)
SMILES	ROC1-CUL1 inh
CCOC(=O)c1ccc(Nc2cc(-c3ccccc3)nc(C)n2)cc1	-4
CCCCn1nnnc1NC(=O)NCCN1CCOC1=O	7
CC1(C)CC(=O)C2=C(C1)OC(=N)C(C#N)C2c1ccccc1OCc1ccc(F)cc1 (configuration not stated)	4
CN(C)CC/C=C1/c2ccc(F)cc2Sc2ccc(Cl)cc21	-1
Cc1ccc(CNC(=O)c2cccc3ccccc23)cc1	9
Fc1ccc(-c2noc3c2CN(Cc2ccc4c(c2)OCCO4)CC3)cc1F	1
CCCOc1ccc(N2CC(C(=O)Nc3cccc(Cl)c3Cl)CC2=O)cc1 (configuration not stated)	7
COc1cccc(C(=O)N2CCc3cc(OC)c(OC)cc3C2COc2ccc3c(C)cc(=O)oc3c2)c1 (configuration not stated)	1
O=C(NC1(C(F)(F)F)NC(=O)N(CCc2ccccc2)C1=O)c1ccc(Cl)cc1 (configuration not stated)	11
COc1ccc(C2Nc3ccc(Cl)cc3C(c3ccccc3)O2)c(OC)c1 (configuration not stated)	0
Cc1c(NC(=O)Cn2nc(C(F)(F)F)cc2C2CC2)cnn1C	-4
Cc1ccccc1CSc1ncc(Cl)c(C(=O)Nc2nc3ccc(F)cc3s2)n1	-5
COC(=O)CSc1nc2ccc(NC(=O)CSc3nnnn3Cc3ccccc3)cc2s1	0
CCOC(=O)CN(C(=O)CSc1nc(C)cc(C)c1C#N)c1ccc(C)cc1	2
O=C1CCC(CCC(=O)N2CCCC2c2ccc(F)cc2)(Cc2ccc(F)cc2)N1 (configuration not stated)	-12
CC12CCC(C(=O)Nc3ccc(Br)cn3)(C(Br)C1=O)C2(C)C (configuration not stated)	8
CCOc1ccc(N2C(=O)CC(N3CCC4(CC3)OCCO4)C2=O)cc1 (configuration not stated)	-1
COc1cc2nc(SCc3cccc(Cl)c3)n3nc(CCn4nc(C)cc4C)nc3c2cc1OC	-2
O=C(Nc1ccc(OCCOc2ccccc2)cc1)c1ccco1	13
COC(=O)c1ccccc1NC(=O)c1c(OC)cccc1OC	4
Cc1ccc(OCC(O)CN2CCOCC2)c(C)c1 (configuration not stated)	8
O=C(Nc1ccc(F)cc1F)c1cc2ccccc2o1	-4
COC(=O)Nc1sc2c(c1C(N)=O)CCC(C)C2 (configuration not stated)	5
CC1=NN(C)c2nc3c(c(=O)n(Cc4cccc(C)c4)c(=O)n3C)n2C1	-1
Cc1ccc(-c2nnc(SCC3CC3(Cl)Cl)o2)cc1 (configuration not stated)	10
COc1ccc([N+](=O)[O-])cc1-c1ccc(/C=c2\sc3nc4ccccc4n3c2=O)o1	-2
CCCCC(=O)Oc1ccc(O)c(C(C)(C)C)c1	4
COc1ccc(-c2cnnc(NCCc3nc(C)c(C)s3)n2)cc1F	8
COc1ccccc1NC(=O)Cn1c(=O)n(Cc2ccco2)c(=O)c2oc3ccccc3c21	-12
COc1ccc(C2Oc3c(ccccc3=O)C(=O)C2=O)c(OC)c1 (configuration not stated)	-13
O=S(=O)(Cc1cn(S(=O)(=O)c2ccccc2)c2ccccc12)c1ccccc1	7
Cc1ccc(C)c(N2CCN(C3NS(=O)(=O)C(c4ccc(Cl)cc4)C3C)CC2)c1 (configuration not stated)	-7
Cc1ccc(NC(=O)CN2C(=O)C(c3ccc(C(C)(C)C)cc3)=NC2(C)C)cc1	-5
CCN(Cc1nccn1C)C(=O)c1ccc(N2CCCC(CO)C2)nc1 (configuration not stated)	-5
CC(=O)c1ccc(NC(=O)CC2COc3ccccc3O2)cc1 (configuration not stated)	3
CC(/C=C/c1cccc([N+](=O)[O-])c1)=N/NC(=O)c1cccnc1	-4
COc1ccc(/C=N\NS(=O)(=O)c2ccc(Cl)cc2)cc1COc1ccc(C#N)cc1	-8
O=C(Nc1ccccc1C(F)(F)F)N1Cc2ccccc2Oc2ncccc21	-9
OC(CN1CCN(C2c3ccccc3-c3ccccc32)CC1)Cn1c2ccccc2c2ccccc21 (configuration not stated)	9
CCOc1ccc(/C=C2/C(=O)N(c3ccc(OC)cc3)C(=S)N2CC(=O)OC)cc1OCC	2
CCOC(=O)C(NC(=O)c1ccccc1)(Nc1nc2ccc(OCC)cc2s1)C(F)(F)F (configuration not stated)	2
O=C(Cn1cc(Cl)ccc1=O)c1ccc(Cl)cc1	-4
O=C(c1ccc2nc[nH]c2c1)N1CCCC(CO)(Cc2ccccc2)C1 (configuration not stated)	0
O=C(O)CCSc1nc2ccc(NC(=O)C3CCCCC3C(=O)O)cc2s1 (configuration not stated)	3
O=C(COc1ccc(Cl)cc1)Nc1ccc(-c2nc3ccccc3s2)c(O)c1	1
CN1CCN([C@@H]2CCN(Cc3ccc(C4CCCC4)s3)C[C@H]2O)CC1	-7
CN(Cc1ccccc1)C(=O)C1CCN(S(=O)(=O)c2ccc3c(c2)oc(=O)n3C)CC1	-11
Cc1cc(C)nc(NC(=O)c2cccs2)c1	-7
CCC(=O)Nc1ccc2nc(SCc3ccc(C(=O)Nc4ccc(Br)cc4)cc3)sc2c1	5
CC(C)c1csc(CN2CCCC(CCC(=O)N3CCOCC3)C2)n1 (configuration not stated)	2
COCCn1cnc2cc(NC(=O)C3CCCCC3)cc(C(=O)NCc3cc(F)cc(F)c3)c21	-6
CS/C(=C/c1ccc(C)s1)S(C)=O (configuration not stated)	4
CC(=O)N1CCCC1c1nc2ccccc2n1Cc1ccccc1F (configuration not stated)	2
COc1ccc(OC)c(NC(=O)CSc2n[nH]c(-c3ccccc3Cl)n2)c1	-8
CCOC(=O)N1CCN(Cc2nc3ccccc3c(=O)[nH]2)CC1	5
O=C(c1ccc(N2CCC[C@H]2CO)nc1)N1CCC(CCn2cccn2)CC1	-7
CCOc1ccc(-c2nc3c(c(SCC(=O)Nc4ccccc4C)n2)Cc2ccccc2O3)cc1	0
O=C(NCC1CCCO1)Nc1cccc(Cl)c1 (configuration not stated)	3
CN(C)c1cccc2c(S(=O)(=O)O)cccc12	5
O=C(COc1ccc(F)cc1)N/N=C/c1cn[nH]c1-c1ccc(Cl)c(Cl)c1	7
CCOC(=O)c1ccccc1NC(=O)Cn1ncc2c([nH]c3ccccc32)c1=O	-4
CCOC(=O)C1=C(C)N(c2ccc(OCC)cc2)C(=O)/C1=C\c1ccc(C)cc1	10

Of the compounds above, 22 have an aryl methoxy group:
SMILES	ROC1-CUL1 inh
COc1cccc(CNC(=O)C2CCN(c3nc(C)c4ccc(S(C)(=O)=O)cc4n3)CC2)c1OC	-10
CCc1ccc(S(=O)(=O)c2nnn3c2nc(Nc2cc(OC)cc(OC)c2)c2cc(Cl)ccc23)cc1	-5
COc1ccc(OC)c(S(=O)(=O)Nc2cc(OC)c(Cl)cc2OC)c1	6
COc1ccc(-c2ccc3c(N)c(C(=O)Nc4ccc(Br)cc4C)sc3n2)cc1	-8
CC#CCN1C(=O)NC(CCc2ccccc2)(C2CCN(Cc3ccc(OC)cc3O)CC2)C1=O (configuration not stated)	1
COc1ccc(OCCSc2nc3ccccc3s2)cc1	0
COc1ccc(/C=C2\SC(=N)NC2=O)cc1Cl	-6
COc1cc(NC(=O)COc2ccc(-n3cnnn3)cc2)c(OC)cc1Cl	4
COc1ccc(CCN2C(=O)O[C@@H]3CN(Cc4cnn(C)c4C)C[C@@H]32)cc1	-1
COc1ccc(OC(=O)NC(C)C)cc1	2
COc1ccc(-n2nc(C(=O)Nc3cc(C)c(Cl)cc3OC)c3c4ccccc4n(C)c3c2=O)cc1	-6
COc1cccc(C(=O)N2CCc3cc(OC)c(OC)cc3C2COc2ccc3c(C)cc(=O)oc3c2)c1 (configuration not stated)	1
COc1ccc(C2Nc3ccc(Cl)cc3C(c3ccccc3)O2)c(OC)c1 (configuration not stated)	0
COc1cc2nc(SCc3cccc(Cl)c3)n3nc(CCn4nc(C)cc4C)nc3c2cc1OC	-2
COC(=O)c1ccccc1NC(=O)c1c(OC)cccc1OC	4
COc1ccc([N+](=O)[O-])cc1-c1ccc(/C=c2\sc3nc4ccccc4n3c2=O)o1	-2
COc1ccc(-c2cnnc(NCCc3nc(C)c(C)s3)n2)cc1F	8
COc1ccccc1NC(=O)Cn1c(=O)n(Cc2ccco2)c(=O)c2oc3ccccc3c21	-12
COc1ccc(C2Oc3c(ccccc3=O)C(=O)C2=O)c(OC)c1 (configuration not stated)	-13
COc1ccc(/C=N\NS(=O)(=O)c2ccc(Cl)cc2)cc1COc1ccc(C#N)cc1	-8
CCOc1ccc(/C=C2/C(=O)N(c3ccc(OC)cc3)C(=S)N2CC(=O)OC)cc1OCC	2
COc1ccc(OC)c(NC(=O)CSc2n[nH]c(-c3ccccc3Cl)n2)c1	-8
